High-throughput results (PubChem)
Apoferritin bind – binds horse apoferritin like a general anesthetic; P02791; apoferritin/1-aminoanthracene competitive binding, fluorescence; Potency, µM (top dose mostly 77.5 µM), for inactives: at the top dose activity change, negative = displacement, hits mostly inhibitors; 350,000 tested, 0.074% active; also: potency is read from the fitted curve at half-maximal effect; % is scaled to controls: 0 for no effect and ±100 for the full control effect; nearly all actives have a fitted effect of over 20% in size
Target sequence (P02791 2-175 limits assumed): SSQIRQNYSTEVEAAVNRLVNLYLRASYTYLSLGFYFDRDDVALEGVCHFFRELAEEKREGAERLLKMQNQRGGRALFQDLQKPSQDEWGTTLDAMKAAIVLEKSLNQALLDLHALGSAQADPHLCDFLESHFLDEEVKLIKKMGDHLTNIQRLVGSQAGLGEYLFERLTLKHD
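Horse-spleen apoferritin (10 uM) was mixed with 50% saturated 1-aminoanthracene in PBS, exposed to compounds for 10 min at room temperature, and read for fluorescence (ex 380 nm, em 535 nm). Competitive displacement was fitted with a four-parameter Hill equation.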
POLK inh – blocks human DNA polymerase kappa activity; Potency, µM (top dose mostly 107 µM), inactives show top-dose activity, negative = inhibition, usual class: inhibitors; purified Pol kappa, fluorescent DNA synthesis assay, 10 min; Q9UBT6; 400,000 tested, 0.53% active; also: potency is read from the fitted curve at half-maximal effect; % is scaled to controls: 0 for no effect and ±100 for the full control effect
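Kinetic fluorescence screen: compound preincubated 15 min RT with 10 nM enzyme; 50 nM substrate (final) initiates; reads at 0/10 min.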
Glioma ERSR ind – induces the endoplasmic reticulum stress response in human glioma cells; U87-MG GRP78 promoter luciferase reporter, 16 h; Potency, µM, for the others: top-dose activation, most hits filed as activators; 420,000 tested, 0.02% active; AID 602332; also: potency is read from the fitted curve at half-maximal effect; series mostly up to about 76 µM; % of control where 0% means no effect; nearly all actives have a fitted effect of over 35% in size
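Stably transfected U87-MG glioma cells carrying a GRP78-based luciferase sensor; 16 h compound incubation. Luminescence end-point read 10 min after Bright-Glo addition at room temperature.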
BLM inh – Bloom syndrome helicase (human) inhibition; P54132; recombinant BLM DNA unwinding, fluorescence dequenching; Potency, µM (top dose mostly 56.1 µM), for inactives: at the highest dose activity change, negative = inhibition, usual class: inhibitors; 350,000 tested, 0.2% active;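 also: potency is read from the fitted curve at half-maximal effect; plate controls were vehicle for no effect and no enzyme for full effect; nearly all actives have a fitted effect of over 35% in size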
APE1 inh – blocks human APE1 abasic DNA cleavage | P27695 | recombinant APE1, TAMRA/BHQ-2 abasic DNA cleavage fluorescence | Potency, µM (doses to about 65.8 µM), without a hit: top-dose activity change, negative = inhibition, hits mostly inhibitors | 350,000 tested, 0.35% active;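 also: potency is read from the fitted curve at half-maximal effect; plate controls were vehicle for no effect and reference inhibitor for full effect; nearly all actives have a fitted effect of over 55% in size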
Target sequence (P27695 whole entry, looked up): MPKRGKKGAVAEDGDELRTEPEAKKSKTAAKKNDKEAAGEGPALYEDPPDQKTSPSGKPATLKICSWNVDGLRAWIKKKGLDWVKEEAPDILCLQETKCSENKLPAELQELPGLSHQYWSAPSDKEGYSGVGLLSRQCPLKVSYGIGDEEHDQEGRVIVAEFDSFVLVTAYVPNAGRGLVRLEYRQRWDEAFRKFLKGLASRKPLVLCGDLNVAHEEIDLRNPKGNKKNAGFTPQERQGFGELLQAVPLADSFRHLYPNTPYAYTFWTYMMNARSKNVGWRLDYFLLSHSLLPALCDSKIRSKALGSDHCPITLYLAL
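Readout is kinetic fluorescence (ex 525, em 598 nm) from cleavage of 50 nM TAMRA/BHQ-2 THF abasic duplex by 0.75 nM APE1, compound added 15 min beforehand at RT.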
POLI inh – inhibitors of human DNA polymerase iota. Potency, µM (highest dose often 115 µM), for the others: top-dose activity, negative = inhibition, actives largely listed as inhibitors. AID 588590. Q9UNA4. Pol iota fluorescent replication assay, 10 min. 390,000 tested, 1% active; also: potency is read from the fitted curve at half-maximal effect
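Fluorescent replication assay read twice, at 0 min and 10 min after adding 50 nM (final) substrate. Enzyme (10 nM) and compounds were first incubated 15 min at room temperature; enzyme-free buffer wells were negative controls.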
Pol eta inh – blocks human DNA polymerase eta activity; Q9Y253; recombinant Pol eta, fluorescent DNA replication assay; Potency, µM (titrated, usually from 114 µM), for the others: top-dose activity change, negative = inhibition, usual class: inhibitors; 390,000 tested, 1.2% active; AID 588591; also: potency is read from the fitted curve at half-maximal effect; % is scaled to controls: 0 for no effect and ±100 for the full control effect
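Pol eta (10 nM) was preincubated with compounds for 15 min at room temperature, after which fluorescent replication substrate (50 nM final) was added to start the reaction. Fluorescence was read kinetically at 0 and 10 min.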
POLB inh – blocks human DNA polymerase beta activity; P06746; Potency, µM (doses to about 114 µM), inactives show top-dose activity change, negative = inhibition, usual class: inhibitors; Pol beta primer extension/strand displacement, fluorescence kinetic; 340,000 tested, 1.3% active; also: potency is read from the fitted curve at half-maximal effect; % is scaled to controls: 0 for no effect and ±100 for the full control effect
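Curves were derived by four-parameter Hill fits of normalized qHTS data. The kinetic fluorescent primer-extension read was taken at 0 and 10 min after 50 nM substrate, following a 15 min room-temperature preincubation of 10 nM enzyme with compounds.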
LDHA block – inhibitors of human lactate dehydrogenase A; purified LDHA, NADH/diaphorase-resazurin fluorescence; active compounds read low; P00338; 480,000 tested, 0.15% active; activity change, % (values are at about 110 or 230 µM); AID 1347041; in the data active = activity change below about -30%; inconclusive = mostly about -25% to -30%;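 also: plate controls were DMSO wells for no effect and wells without enzyme for full effect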
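Human LDH5 (2 nM) was incubated with 0.06 mM NADH and 0.2 mM pyruvate for 5 min at room temperature in Tris pH 7.4. Remaining NADH was coupled through diaphorase/resazurin, and resorufin fluorescence was read at 0 and 20 min.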
Numbers without * were called inactive; ? = inconclusive; / = not tested or not shown; & = joins results of further samples; [ ] = another dose, or the depositor's remark. Unless noted, calls follow the shape of the dose curve; as a rule, active = well fitted curve in the direction sought with a large enough effect; inconclusive = small, poorly fitted or top-dose-only effect, or another doubt; inactive = no such curve, though single readings can be large; an effect the other way counts as inactive or inconclusive. This is a subset; count on the stated rates, not on these rows.

SMILES	Apoferritin bind	POLK inh	Glioma ERSR ind	BLM inh	APE1 inh	POLI inh	Pol eta inh	POLB inh	LDHA block
CCCC(=O)Nc1nnc(-c2ccc3c(c2)OCO3)s1	6%	-7%	-2%	-1%	17%	25%	2%	-10%	-6
CCOC(=O)C1CCCN(Cc2nc(C3CC3)no2)C1 (configuration not stated)	-3%	-10%	3%	-2%	14%	3%	0%	3%	-15
COc1cc2c(OC)cccc2cc1C(=O)O	-16%	-10%	-2%	-1%	-9%	60%[activator]	4%	0%	9
c1ccc2c3c([nH]c2c1)CCCC3	/	4%	-2%	/	/	31%	/	/	-1
CSc1ccc(CNc2ncc(-c3ccccc3)n2C)cc1	-19%	-11%[60.1 µM]	-5%	1%	/	11%	-20%	-22%	-16
Cc1cc(C)n(C(=O)CNC(=O)c2ccc(Cl)cc2Cl)n1	-17%	-6%	-1%	-4%	28%	-28%	-8%	6%	-6
Cc1ccc2c(c1)C(C)(c1ccccc1)CC(C)(C)N2C(=O)c1ccc(F)cc1 (configuration not stated)	-2%	0%	-4%	-20%	/	-3%	-16%	2%	-5
O=C(O)c1cnn2c(C(F)F)cc(C3CC3)nc12	5%	-2%	-3%	-4%	5%	-8%	2%	3%	-6
Cc1ccc(C)c(N2CCN(C(=O)c3ccc(N4CCCC4=O)cc3)CC2)c1	-23%	13%	0%	0%	23%	11%	-16%	8%	1
Cc1cc(NC(=O)c2cc(Cl)ccc2Cl)no1	-22%	-6%	-2%	-5%	0%	14%	-12%	9%	-6
c1ccc2c(c1)OCC(CNCC1COc3ccccc3O1)O2 (configuration not stated)	-12%	1%	-2%	2%	-8%	20%	-13%	11%	1
Cc1ccc(CC2C(=O)N(c3ncccn3)C(=O)C2C)cc1 (configuration not stated)	-3%	0%	-3%	-3%	1%	?	-21%	-2%	1
Cc1ccccc1C1NC(=S)NC2=C1C(=O)CCC2 (configuration not stated)	-3%	3%	-4%	-4%	?	16%	-10%	-4%	-1
CCC(=O)Nc1ccc(C(=O)Cn2ncc(Cl)c(Cl)c2=O)cc1	-9%	?	-16%	-17%	-4%	?	?	?	-3
O=C(NCC(c1ccc2c(c1)OCO2)N1CCOCC1)c1ccccc1 (configuration not stated)	3%	-4%[60.1 µM]	-1%	2%	/	24%	-18%	21%	-3
Cc1ccccc1OCC(=O)N/N=C/c1ccncc1	-8%	-6%	-2%	0%	5%	24%	-20%	-2%	-5
COCCn1c(SCC(=O)N2CCc3ccccc32)nc2c(c1=O)SC(C)C2 (configuration not stated)	-14%	-16%	2%	5%	-2%	?	-13%	-22%	-4
Cc1ccc(-c2nnc(SC(C)C#N)n2N)cc1 (configuration not stated)	-13%	-16%	1%	2%	1%	6%	-5%	-16%	-1
CCOC(=O)C[N+]1(C)CCN(C(C)=O)CC1	1%	-6%	-4%	3%	3%	27%	-21%	1%	-18
Fc1cccc(Cl)c1CSc1ccc(-c2ccco2)nn1	?	-28%	7%	?	14%	?	-33%	?	2
CSc1ccc(CCNC(=O)CCn2c(=O)c3cccn3c3cccnc32)cc1	-3%	7%	-3%	-1%	/	3%	-8%	20%	-13
CC(C)(C)C1=NN(C(=O)c2ccccc2)C(O)(C(C)(C)C)C1 (configuration not stated)	-18%	-5%	4%	-4%	-7%	16%	-17%	0%	-4
CCOc1ccc(NC(=O)CSc2oc(-c3ccco3)nc2S(=O)(=O)c2ccccc2)cc1	-6%	7%	-1%	-6%	/	-23%	-13%	-3%	0
CC(CC1CC(C)(C)OC1=O)C(=O)Nc1nncs1 (configuration not stated)	-2%	1%	-4%	-3%	8%	41%[activator]	9%	2%	-4
Cc1cc(C)n(-c2nc(C)nc3c2cnn3-c2ccccc2)n1	10%	-12%	-6%	0%	5%	25%	-20%	5%	-4
O=C(CSc1n[nH]c(-c2ccco2)n1)Nc1ccccc1	/	-6%	-1%	/	14%	14%	-3%	/	-3
COc1cc2c(cc1OC)C1O[C@](CCCCN3C(=O)c4ccccc4C3=O)(C2)Oc2cc(C)n(Cc3ccccc3)c(=O)c21	-15%[15.3 µM]	/	/	-6%[12.4 µM]	-5%[12.4 µM]	/	/	45%[22.9 µM]	/
NC(=O)/C(=C\c1ccccc1)NC(=O)/C=C/c1ccccc1	-9%	-2%	-2%	-1%	22%	28%	-22%	21%	-8
CC1=C(C(=O)Nc2cccc(C)c2C)C(c2cccs2)NC(=S)N1 (configuration not stated)	0%	-4%	-4%	-6%	3%	17%	-1%	2%	-2&-7
COc1ccccc1-n1c(SCC(=O)Nc2nnc(C)s2)nc2c(c1=O)SCC2	2%	-4%	-4%	-3%	-1%	?	-21%	-22%	1
COc1c(S(=O)(=O)N2CCN(C)CC2)ccc(Cl)c1Cl	-3%	3%	-2%	2%	6%	1%	-13%	53%	0
CCCCCCCCN1[C@@H](CC(=O)OC)c2cc(C(F)(F)F)ccc2S1(=O)=O	/	-7%&-6%	-3%&-3%	/	/	?	-14%	/	1
CCn1c(SCC(=O)N/N=C/c2ccccc2OCC(=O)O)nnc1-c1ccc(C)cc1	-10%	-18%	-1%	-7%	0%	-14%	2%	-20%	-6
Cc1cccc(N(C(=O)c2sc(C)nc2C)C(C(=O)NCC2CCCO2)c2ccccc2)c1 (configuration not stated)	-3%	-8%	1%	-3%	34%	159%[activator]	-22%	79%	-5
COc1ccc(Nc2cc(C(=O)NCc3ccccc3OC)c3ccccc3n2)cc1	161%[activator]	-10%[60.1 µM]	-5%	-1%	/	-16%	-10%	-23%	2
CC1CN(c2ccc(Cl)cc2)c2nc3c(c(=O)n(CC(=O)O)c(=O)n3C)n2C1 (configuration not stated)	-2%	5%	-3%	-3%	/	-7%	6%	-2%	0
COC(=O)[C@@]12CCCCN1[C@H](c1ccc(-c3cccc(Cl)c3)cc1)[C@H]1C(=O)N(C)C(=O)[C@H]12	/	-7%	-2%	/	-24%	8%	-5%	/	-1
Nc1cnc(Nc2ccc(Br)cc2)nc1N	-14%	8%	3%	-4%	3%	-22%	-15%	-4%	-3
O=C(Nc1ccc(-c2ccc3nncn3n2)cc1)c1ccc(Br)o1	37%[activator]	-32%	-3%	-11%	-2%	-2%	-6%	?	-10
Cc1ccc(C(=O)COC(=O)COc2ccccc2O)cc1C	/	0%	-5%	/	5%	6%	-9%	/	0
CCN(CC)S(=O)(=O)c1cccc(C(=O)OCC(=O)Nc2ccccc2OC(F)F)c1	?	-5%	-3%	-6%	-1%	-4%	-15%	1%	-1
Fc1ccccc1Cn1nnc2c(NCc3ccccn3)ncnc21	2%	-2%	-3%	2%	1%	15%	4%	1%	-5
NC(=O)c1cc[n+](CC2=C(C(=O)O)N3C(=O)C(NC(=O)C(c4ccccc4)S(=O)(=O)[O-])C3SC2)cc1 (configuration not stated)	/	?	-3%	3%	-4%	/	/	/	/
CC(C)Oc1ccc(CNC(=O)c2ccc(NC(=O)N3CCSc4ncccc43)cc2)cc1	-21%	-18%	1%	-6%	/	18%	-13%	6%	-6
S=C(NCc1ccccc1)NNc1ccccc1	-16%	-4%	-12%	-4%	?	148%[activator]	-21%	2%	8
COc1ccccc1N1CCN(c2ncnc3c2c(-c2ccccc2)cn3-c2cccc(Cl)c2)CC1	-11%	-1%[60.1 µM]	-2%	-8%	/	50%[activator]	-6%	22%	-6
COc1ccc(NC(=O)C(c2ccccn2)N(C(C)=O)c2ccc(C)cc2)cc1 (configuration not stated)	2%	-14%	-1%	3%	15%	4%	-5%	56%	9
CCOC(=O)C1=C(C)NC2=C(C(=O)C(C(=O)OCC)C(c3ccco3)C2)C1c1ccccc1C (configuration not stated)	/	-20%	0%	/	/	?	/	/	-2
CC1(C)CC(=O)C=C(c2cccnc2)C1	/	-1%	0%	/	/	9%	-2%	/	-8
CCc1noc(C)c1C(=O)N1CCN(S(=O)(=O)c2cccs2)CC1	/	-13%	-4%	/	7%	33%[activator]	-24%	/	1

Part of the list above, limited to POLK inh:
SMILES	POLK inh
COCCn1c(SCC(=O)N2CCc3ccccc32)nc2c(c1=O)SC(C)C2 (configuration not stated)	-16%
Cc1ccc(-c2nnc(SC(C)C#N)n2N)cc1 (configuration not stated)	-16%
CCOC(=O)C[N+]1(C)CCN(C(C)=O)CC1	-6%
Fc1cccc(Cl)c1CSc1ccc(-c2ccco2)nn1	-28%
CSc1ccc(CCNC(=O)CCn2c(=O)c3cccn3c3cccnc32)cc1	7%

Other results.
SMILES	Apoferritin bind	POLK inh	Glioma ERSR ind	BLM inh	APE1 inh	POLI inh	Pol eta inh	POLB inh	LDHA block
O=S1(=O)CCN2N=C(C34CC5CC(CC(C5)C3)C4)SC2=N1	-21%	-15%	7%	1%	-2%	99%[activator]	-18%	15%	-11
O=C(Nc1nccs1)c1cc(S(=O)(=O)N2CCOCC2)c(Cl)cc1Cl	-16%	-9%	-2%	-1%	-1%	-28%	-3%	31%	1
Cc1ccc(S(=O)(=O)c2nnn3c2nc(NCc2ccc4c(c2)OCO4)c2sccc23)cc1	-4%	5%	-4%	2%	/	17%	-19%	24%	-1
C#CCOCCOCCOCCNc1nc(N2CCN(C(=O)Cn3cc(CC(C)O)nn3)CC2)nc(N2CCN(C(=O)[C@H](CCCCN)n3cc(CC(C)O)nn3)CC2)n1 (some centres not stated)	/	0%	-3%	/	/	?	-20%	/	-2
Cc1c2cnn(CC(=O)NCc3ccccn3)c(=O)c2c(C)n1Cc1ccc(Cl)cc1	-10%	-17%	-5%	4%	1%	26%	-18%	-1%	-3
COC(=O)/C=c1/s/c(=C(\C#N)C(=O)NCc2ccco2)n(-c2ccc(C)cc2)c1=O	-18%	3%	-3%	-18%	14%	?	-2%	13%	0
